# Screens (PubChem BioAssay)
# p-CIP stab down – lowers stability of the mouse p/CIP coactivator protein; AID 1984; Q05BA5; 0.01% of 290,000 active; F442A p/CIP-EGFP cells, EGFP fluorescence, 16 h; decrease of EGFP signal, % at 10 µM;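 active means EGFP signal decrease of at least 30% at 10 µM or well 3 SD below plate mean, unless failing retest; inactive means the rest, including hits failing retest or dose response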; further: some compounds called inactive have numbers as strong as hits; many of its hits are not listed in these tables
# VIM-2 inhibitor – inhibitors of Pseudomonas aeruginosa VIM-2 metallo-beta-lactamase; inhibition, % at 5.6 µM; purified VIM-2, nitrocefin hydrolysis, epi-absorbance fluorescence; 0.89% of 290,000 active;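 active means inhibition above the mean of all tested compounds plus 3 SD, cutoff set per screening run, cut at about 7.5% in these data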;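 further: red hydrolysis product quenches plate fluorescence so inhibitors raise well fluorescence; 0% = enzyme with DMSO and 100% = DMSO without enzyme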
# SUMO HTRF inh – inhibitors of human SUMOylation (UBC9). HTRF SUMOylation assay, SAE1/SAE2 + UBC9, in vitro. inhibition, % at 35 µM. 0.36% of 290,000 active. AID 2006; in the data active means inhibition above about 50%, passing the limit was not always enough; further: strong numbers were not always called active
# MEKK3 PB1 HTS – MEKK3-MEK5 PB1 interaction, increase or decrease. 1.4% of 290,000 active. binding response (% of control), % at 10 µM. bead-based flow cytometry, Alexa488-MEK5 binding to MEKK3; actives lie on both sides; 0 = blocked by unlabeled MEK5, 100 = vehicle;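 active means binding response more than 3 SD above or below the average of its plate-row segment, actives on both sides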;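 further: Alexa488 bead fluorescence after subtracting the streptavidin-only scavenger bead signal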
# IDE cell activ – activators of human insulin-degrading enzyme in cells; P14735; HEK cells, FAbeta-B cleavage, fluorescence polarization; 0% vehicle, 100% cell-free pure enzyme wells; activation, % at 5.96 µM; 0.073% of 340,000 active; AID 493087;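 active means activation above the mean of all tested compounds plus 3 SD, set per screening campaign, cut at about 17% in these data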
# Target sequence (P14735 whole entry, looked up): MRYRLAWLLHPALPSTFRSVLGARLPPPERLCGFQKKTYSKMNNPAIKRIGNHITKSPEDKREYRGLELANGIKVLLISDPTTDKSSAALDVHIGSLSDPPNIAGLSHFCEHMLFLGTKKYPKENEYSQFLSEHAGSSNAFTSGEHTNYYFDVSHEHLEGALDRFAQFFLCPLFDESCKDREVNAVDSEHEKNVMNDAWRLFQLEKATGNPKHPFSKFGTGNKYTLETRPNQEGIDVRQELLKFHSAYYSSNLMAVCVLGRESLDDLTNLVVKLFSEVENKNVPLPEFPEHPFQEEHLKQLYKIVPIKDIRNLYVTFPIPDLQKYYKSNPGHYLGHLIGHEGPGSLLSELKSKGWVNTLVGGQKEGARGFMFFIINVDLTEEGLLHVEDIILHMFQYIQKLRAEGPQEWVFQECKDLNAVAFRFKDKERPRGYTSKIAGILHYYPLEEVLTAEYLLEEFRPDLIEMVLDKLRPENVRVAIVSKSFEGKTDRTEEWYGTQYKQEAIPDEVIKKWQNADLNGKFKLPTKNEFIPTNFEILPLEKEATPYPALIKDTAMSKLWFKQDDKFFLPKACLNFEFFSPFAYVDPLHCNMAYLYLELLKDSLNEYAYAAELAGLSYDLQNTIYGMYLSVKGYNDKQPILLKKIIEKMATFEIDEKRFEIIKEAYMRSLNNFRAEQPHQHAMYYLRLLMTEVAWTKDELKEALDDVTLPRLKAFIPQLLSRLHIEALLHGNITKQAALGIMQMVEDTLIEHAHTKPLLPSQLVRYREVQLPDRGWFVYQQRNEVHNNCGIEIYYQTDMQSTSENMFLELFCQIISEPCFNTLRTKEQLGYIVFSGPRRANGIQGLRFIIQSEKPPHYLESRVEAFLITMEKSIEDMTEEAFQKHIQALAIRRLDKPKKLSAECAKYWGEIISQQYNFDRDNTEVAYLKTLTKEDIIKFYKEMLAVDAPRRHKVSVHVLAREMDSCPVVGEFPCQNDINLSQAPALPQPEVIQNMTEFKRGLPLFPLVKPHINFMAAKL
# PHOSPHO1 inh – inhibitors of human PHOSPHO1 phosphatase; Q8TCT1; recombinant PHOSPHO1, absorbance phosphatase assay; inhibition, % at 13.3 µM; 1.1% of 290,000 active; in the data active means inhibition above about 60%
# NS3 helicase inh – blocks Hepatitis C virus NS3 helicase unwinding | AID 1800 | NS3 helicase DNA unwinding, Cy5 molecular beacon fluorescence | inhibition, % at 10.9 µM | 0.56% of 290,000 active;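 active means inhibition above the mean of all tested compounds plus 3 SD, set per campaign, cut at about 35% in these data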;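 further: 0% = DMSO wells and 100% = thioflavine S control wells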
#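 Assay system: hepatitis C virus NS3 helicase domain fragment enzyme. Also added: annealed dual-labelled DNA beacon duplex, ATP-started. Timing: 1 h reaction at 25 °C, ATP-initiated. Technique: Cy5 fluorescence at 0 and 60 min, beacon hairpin quenching. Evaluation: % inhibition of unwinding. Replication: one well per compound.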
# IMP-1 inhibitor – blocks Pseudomonas aeruginosa IMP-1 metallo-beta-lactamase; inhibition, % at 5.6 µM; 0.45% of 290,000 active; AID 1556; purified IMP-1, nitrocefin hydrolysis, epi-absorbance fluorescence;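 active means inhibition above the mean plus 3 SD of all compounds in the same screening run, cut at about 4.5% in these data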;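 further: 0% = IMP-1 with DMSO and 100% = DMSO wells lacking enzyme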
#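 assay system = purified recombinant IMP-1 metallo-beta-lactamase enzyme | schedule = 15 min preincubation plus 25 min reaction at 25 °C | signal = Epi-absorbance fluorescence, 480 nm excitation, 530 nm emission | read-out basis = percent inhibition from optical density relative to buffer-blank wells | controls = IMP-1 with DMSO as 0%, enzyme-free DMSO as 100%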
# DNA FID counter – displaces DNA intercalator in HCV helicase counter-screen. DNA fluorescent intercalator displacement, fluorescence. inhibition, % at 7.9 µM. 0.17% of 290,000 active. AID 1845; in the data active means inhibition above about 37%;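 further: 0% = vehicle and 100% = reference compound; higher means more ethidium bromide displaced from hairpin DNA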
# * hit, by the source's call; / = not tested or not shown; [ ] = another dose, or the depositor's remark.
SMILES,p-CIP stab down,VIM-2 inhibitor,SUMO HTRF inh,MEKK3 PB1 HTS,IDE cell activ,PHOSPHO1 inh,NS3 helicase inh,IMP-1 inhibitor,DNA FID counter
O=C(Oc1cccc2cccnc12)c1cccs1,-3.2,-1.4,7.3,100.0,5.1,38.9,-4.5,-1.4,-0.2
NC(=O)c1ccc(C(=O)N/N=C(/Cc2ccccc2)c2ccccc2)cc1,0.3,-0.6,-5.5,104.0,1.1,21.2,-5.5,-2.3,-14.1
COc1cccc(-c2nnn(CCC(=O)O)n2)c1,-3.7,3.5,7.6,101.0,4.0,-2.2,3.3,0.5,6.7
O=C(CSc1nnc(COc2ccc(Cl)cc2)o1)N1CCN(c2ccccc2)CC1,-13.5,-5.1,-1.0,87.0,0.7,13.1,6.4,-1.8,-5.1
C/C(=N\Nc1ncc(Cl)cc1Cl)c1ccccn1,-1.5,-2.0,-3.4,101.0,-7.9,-3.7,6.5,-3.5,0.2
O=C(CSc1ncn(-c2ccccc2)n1)N1CCc2ccccc21,4.6,-1.2,0.3,102.0,-1.0,24.2,13.3,-0.9,-6.3
CC1(C)COC(Cn2c3ccccc3c3ccccc32)O1 (stereo unspecified),-0.5,-2.0,-7.9,87.0,7.5,31.8,1.1,-3.1,-17.8
COc1ccc2c3c(cccc13)N(C)N=C2C,-4.2,2.2,49.2,/,-2.2,25.7,11.3,-3.3,6.5
Cc1ccc(NC(=O)c2sccc2-n2cccc2)c(Cl)c1,5.8,0.4,-6.8,104.0,-0.8,-12.6,-10.0,-0.6,1.3
O=C(NC(=O)c1ccccc1)OCCN1C(=O)c2ccccc2C1=O,7.4,-2.8,-1.2,94.0,5.7,-109.6,-6.9,-3.7,-4.2
O=C(c1ccccc1)N1CCC(O)(c2ccc3c(c2)OCO3)CC1,15.7,0.8,-9.7,104.0,-1.5,-8.3,3.7,-3.4,-8.1
O=[N+]([O-])c1ccc(Nc2ccc(Cl)cc2)nc1,-12.9,-3.0,3.9,96.0,/,53.2,-1.5,-4.1,15.8
COc1ccc(N2CCN(C(=S)Nc3cccc(OC)c3)CC2)cc1,-12.1,-1.9,15.1,97.0,6.7,-13.2,18.3,-2.6,-20.9
O=C(NC(=S)NCCCN1CCOCC1)c1cccc2ccccc12,0.6,-1.4,8.5,104.0,5.9,53.0,-9.8,-2.4,-3.4
COc1ccc(NC(=O)Nc2ccccc2F)c(C)c1,-3.5,-1.2,-4.7,96.0,0.2,10.9,6.3,-2.5,-4.3
O=C(CN1CCC(NC(=O)Cc2ccccc2)CC1)Nc1ccccc1Br,2.3,0.3,-12.1,89.0,-1.5,3.2,-11.2,-1.8,-17.9
C/C=C/C(O)c1ccc2ccccc2c1 (stereo unspecified),-11.4,-4.5,3.0,98.0,/,-13.0,41.0*,-1.6,-10.6
Cc1ccc(NC(=O)CCCn2c(=S)[nH]c3ccsc3c2=O)cc1C,-7.6,-2.4,8.6,101.0,-5.1,-16.1,-9.0,-2.0,-29.7
Cc1ccc(C(=O)N/C(=C/c2cccs2)C(=O)NCCCn2ccnc2)cc1,-2.2,-2.7,4.7,96.0,3.0,0.2,-3.3,-5.8,16.1
Cc1ccc(CNC(=O)C2CCCN2C(=O)Nc2cccc(Cl)c2)cc1 (stereo unspecified),0.7,-1.4,11.2,98.0,5.5,35.7,-8.7,-2.1,-14.2
Fc1ccc(/C=N\Nc2cccc(F)c2)cc1,-13.8,-2.6,0.6,102.0,6.0,30.5,10.5,-1.3,0.1
COc1ccc(C(=O)CC(=O)C(=O)Nc2cccc(C(C)=O)c2)cc1,-20.1,-5.0,31.8,105.0,1.0,10.9,20.6,-4.3,-20.6
O=C(Nc1cccc2c1C(=O)NC2=O)c1cccnc1Cl,-1.9,-0.3,27.7,101.0,4.0,16.5,-4.4,-2.1,16.1
COc1cccc(OC)c1NC(=O)Cn1nc(-c2ccc3c(c2)OCCO3)ccc1=O,-12.1,-0.6,7.7,101.0,-0.4,23.7,0.0,-1.3,-25.0
CC(=O)Nc1ccc(NC(C)=O)s1,-7.8,-4.0,7.3,100.0,1.0,20.0,5.2,-2.9,-0.2
CC1CCCN(C2=C(NS(=O)(=O)c3ccc(Br)cc3)C(=O)c3ccccc3C2=O)C1 (stereo unspecified),-3.3,10.6*,55.1,101.0,8.5,12.3,1.0,1.4,-6.3
O=C(c1ccco1)N1CCN(S(=O)(=O)/C=C/c2ccccc2)CC1,-14.1,-3.0,14.6,98.0,3.5,24.9,5.3,-1.8,-9.1
c1ccc(-c2csc(=Nc3cccnc3)n2CC2CCCO2)cc1 (stereo unspecified),-4.4,-4.6,8.7,100.0,0.9,9.6,-7.3,-1.0,-14.6
COc1ccc(C)cc1NC(=O)C(NCC1CCCO1)c1ccccc1 (stereo unspecified),-3.3,-3.7,8.1,100.0,-0.7,-6.7,-7.0,-1.6,-11.2
Cc1cc(C)n(-c2ccc(C(=O)Nc3ccc4c(c3)OCO4)cc2)n1,4.5,-2.5,3.6,86.0,12.8,-6.8,-2.0,-1.0,-20.4

# The last 2 records of the section before come first, to join the parts.
SMILES,p-CIP stab down,VIM-2 inhibitor,SUMO HTRF inh,MEKK3 PB1 HTS,IDE cell activ,PHOSPHO1 inh,NS3 helicase inh,IMP-1 inhibitor,DNA FID counter
COc1ccc(C)cc1NC(=O)C(NCC1CCCO1)c1ccccc1 (stereo unspecified),-3.3,-3.7,8.1,100.0,-0.7,-6.7,-7.0,-1.6,-11.2
Cc1cc(C)n(-c2ccc(C(=O)Nc3ccc4c(c3)OCO4)cc2)n1,4.5,-2.5,3.6,86.0,12.8,-6.8,-2.0,-1.0,-20.4
Cc1ccc(OCC(=O)NNC(=O)c2cc3ccccc3o2)cc1,-5.4,-2.1,14.9,95.0,2.6,35.8,0.8,1.8,-1.3
CCc1ccc2c(c1)C(c1ccncc1)=NNC(c1ccccc1)=N2,-2.6,-2.2,2.6,95.0,3.0,11.9,-1.0,-1.9,9.0
O=C(Cn1cnc2c(nnn2-c2cccc(F)c2)c1=O)Nc1ccc2c(c1)OCCO2,-7.2,0.2,12.7,101.0,1.2,37.7,-2.0,-2.1,3.9
CC(=O)N1c2ccc(S(=O)(=O)N3CCC(C(=O)Nc4cccc(Cl)c4)CC3)cc2CC1C (stereo unspecified),-11.4,-6.7,/,97.0,-3.6,1.2,-15.5,-3.3,-44.3
CCn1c2ccccc2c2cc(NC(=O)CSc3nnc(-c4ccccc4)o3)ccc21,-7.8,0.4,19.5,105.0,7.4,10.1,5.5,-0.2,-0.5
O=C(NCc1ccc2c(c1)OCO2)c1ccc(CSCc2ccc(Cl)cc2)o1,-10.9,-2.6,-4.2,99.0,4.4,14.4,-11.6,-2.6,-25.6
Cc1ccccc1S(=O)(=O)N(CC(O)CN1CCCCC1)c1ccccc1 (stereo unspecified),-2.8,0.8,-6.4,94.0,5.3,54.3,-1.9,-0.5,13.6
CC1CCCCC1NC(=O)Cn1ncc2ccccc21 (stereo unspecified),-10.8,-5.0,-1.3,97.0,6.8,14.1,-3.2,-0.5,-9.1
Cc1ccnc2nc(C(=O)Nc3nc4ccccc4s3)nn12,-9.3,0.8,14.4,101.0,3.0,22.0,-4.3,5.0*,-4.2
COc1ccccc1C(=O)Nc1ccccc1N1CCN(C(=O)c2ccc(Cl)cc2)CC1,-1.2,0.5,-19.7,101.0,4.1,7.7,-16.7,-1.5,-31.9
O=C(Nc1cc(C(F)(F)F)ccc1Cl)C(Sc1n[nH]c(=O)[nH]c1=O)c1ccccc1 (stereo unspecified),-15.7,-3.7,13.7,89.0,1.2,11.6,18.2,-5.2,-22.4
COc1ccccc1NC(=S)NCCc1ccc(S(N)(=O)=O)cc1,-15.3,-2.8,-1.5,99.0,2.4,41.1,-16.1,-2.4,-2.2
CCCCCCn1c(N2CCCC2)nc2c1c(=O)[nH]c(=O)n2C,-10.7,-2.5,-9.3,97.0,1.5,19.5,-17.0,-2.8,-37.5
CCN(CC)S(=O)(=O)c1ccc(OC)c(NC(=O)OCc2ccccc2)c1,-10.6,-3.2,-8.5,97.0,2.2,26.5,-13.2,-1.9,-28.1
O=C(N/C(=C/c1ccc(Br)cc1)c1nc2ccccc2[nH]1)c1ccco1,1.7,-1.2,18.9,108.0,2.4,48.1,-12.5,-2.9,-4.4
Nc1nc(-c2cccc(NS(=O)(=O)c3ccccc3)c2)cs1,-13.6,-2.2,-7.2,82.0*[inhibitor],-4.1,31.7,-9.9,-5.2,-8.0
CCc1nnc(NCC(=O)N2CCc3ccccc32)s1,-2.8,-4.7,-4.4,105.0,-2.8,69.2*,12.6,-2.9,0.2
CCNC(=O)c1ccccc1-c1nc(-c2ccccc2OC)no1,-2.6,-1.9,15.2,102.0,8.1,32.7,-1.7,-2.0,-6.2
CC1CCc2c(nc3ncnn3c2N2CCN(c3ccccc3F)CC2)C1 (stereo unspecified),-4.6,/,31.2,91.0,3.1,22.6,/,/,/
CC1CCN(C(=O)c2cccc(NC(=O)c3cccs3)c2)CC1,-21.0,2.2,7.1,97.0,3.2,31.0,21.8,2.7,-19.8
CCN(CC)CCN1C(=O)C(=O)/C(=C(/O)c2ccc(C)cc2)C1c1cccnc1 (stereo unspecified),-2.3,-0.4,5.9,85.0,7.8,48.1,8.6,0.0,-2.0
COc1cc(C(Nc2ccccn2)c2ccc3ccc(C)nc3c2O)cc(OC)c1O (stereo unspecified),-5.3,0.4,-15.8,98.0,-6.0,72.9*,13.6,-1.4,-9.4

# Complete entries from above.
# `O=C(Cn1cnc2c(nnn2-c2cccc(F)c2)c1=O)Nc1ccc2c(c1)OCCO2` is listed with p-CIP stab down: -7.2; VIM-2 inhibitor: 0.2; SUMO HTRF inh: 12.7; MEKK3 PB1 HTS: 101.0; IDE cell activ: 1.2; PHOSPHO1 inh: 37.7; NS3 helicase inh: -2.0; IMP-1 inhibitor: -2.1; DNA FID counter: 3.9
# `Cc1ccccc1S(=O)(=O)N(CC(O)CN1CCCCC1)c1ccccc1` (stereo unspecified) is listed with p-CIP stab down: -2.8; VIM-2 inhibitor: 0.8; SUMO HTRF inh: -6.4; MEKK3 PB1 HTS: 94.0; IDE cell activ: 5.3; PHOSPHO1 inh: 54.3; NS3 helicase inh: -1.9; IMP-1 inhibitor: -0.5; DNA FID counter: 13.6

# These rows are one share of the data. The share of hits here may be higher or lower than overall.
